Source: PubChem
TMEM16A inh – inhibitors of mouse TMEM16A calcium-activated chloride channel; Q8BHY3; HEK293 TMEM16A/YFP iodide influx fluorescence, ionomycin; normalized B-score (activity score, 25-100; higher = stronger inhibition) at 10 µM; hit rate 1.2% among 310,000;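 active means ratio plate-corrected score three or more library SD toward inhibition, starting fluorescence score within five deviations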;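 further: score derived from kinetic fluorescence span divided by baseline fluorescence per well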
Target sequence (Q8BHY3 whole entry, looked up): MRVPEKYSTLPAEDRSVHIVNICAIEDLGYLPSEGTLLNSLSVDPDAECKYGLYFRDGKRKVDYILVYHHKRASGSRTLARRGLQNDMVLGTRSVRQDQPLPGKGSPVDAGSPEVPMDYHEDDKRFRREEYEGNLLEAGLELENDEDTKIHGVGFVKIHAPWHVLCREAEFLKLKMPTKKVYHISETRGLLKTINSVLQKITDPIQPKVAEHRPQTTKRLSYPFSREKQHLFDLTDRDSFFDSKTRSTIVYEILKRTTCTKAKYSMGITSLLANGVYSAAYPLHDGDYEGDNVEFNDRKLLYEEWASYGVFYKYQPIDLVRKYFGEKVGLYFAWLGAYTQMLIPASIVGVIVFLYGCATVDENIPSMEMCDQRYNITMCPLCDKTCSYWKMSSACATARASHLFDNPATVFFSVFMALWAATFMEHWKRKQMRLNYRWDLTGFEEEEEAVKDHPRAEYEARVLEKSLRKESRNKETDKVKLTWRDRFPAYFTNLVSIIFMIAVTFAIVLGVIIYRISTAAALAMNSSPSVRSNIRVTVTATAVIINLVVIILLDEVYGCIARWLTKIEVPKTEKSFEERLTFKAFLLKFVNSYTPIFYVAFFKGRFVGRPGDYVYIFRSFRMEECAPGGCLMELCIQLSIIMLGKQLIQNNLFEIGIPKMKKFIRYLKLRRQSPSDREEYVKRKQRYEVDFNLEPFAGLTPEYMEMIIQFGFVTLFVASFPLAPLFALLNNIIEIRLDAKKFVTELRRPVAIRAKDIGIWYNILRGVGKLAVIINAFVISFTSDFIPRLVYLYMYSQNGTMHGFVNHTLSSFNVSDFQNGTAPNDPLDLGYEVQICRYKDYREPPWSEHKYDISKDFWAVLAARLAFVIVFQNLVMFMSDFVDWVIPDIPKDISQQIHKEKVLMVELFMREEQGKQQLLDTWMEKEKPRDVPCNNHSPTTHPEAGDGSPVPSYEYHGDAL
TMEM16A act – activators or potentiators of mouse TMEM16A chloride channel. AID 623877. Q8BHY3. B-score at 10 µM. hit rate 0.3% among 340,000. HEK293 TMEM16A/YFP-H148Q/I152L, iodide quench fluorescence; active compounds read low;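 active means fluorescence-ratio B-score plate-corrected deviation score at least 3 library SD below zero, with starting fluorescence score within 5 deviations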;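 further: channel opened by trigger with iodide after compound preincubation; score built on the fluorescence ratio of max minus min over baseline; more negative score means more quench and so TMEM16A activation or potentiation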
MrgX1 ag – activates human MrgX1 receptor signaling; MrgX1-HEK293 cells, Fluo-4 calcium fluorescence, agonist mode; active compounds read high; B-score at 10 µM; Q96LB2; hit rate 0.44% among 310,000;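 active means calcium response B-score plate-corrected fluorescence ratio at least 3 library SD, with starting fluorescence B-score inside 5 SD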
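System – MrgX1-expressing HEK293 cells · Incubation – cells plated overnight, dye loaded 0.5 h 37 °C, 0.5 h room temperature · Technique – kinetic Fluo-4 NW fluorescence of intracellular calcium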
TRPC6 inh – blocks the mouse TRPC6 cation channel; B-score at 10 µM; hit rate 1.1% among 310,000; HEK293-TRPC6, membrane potential dye, ACh-evoked depolarization; active compounds read low;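 active means B-score under library mean minus 3 SD, initial fluorescence not abnormally high, positive integrated signal ratio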;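 further: B-score derived from integrated fluorescence ratio over the kinetic read; more negative B-score means stronger inhibition of depolarization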
MrgX1 allo act – allosterically activates human MrgX1 receptor signaling; B-score at 10 µM; Q96LB2; hit rate 0.63% among 310,000; AID 588675; MrgX1-HEK293, Fluo-4 calcium flux, FDSS; active compounds read high;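 active means plate-corrected calcium response at least 3 library SD above typical, normal starting fluorescence, not activating the receptor alone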;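 further: compound read alongside a low EC10 to EC30 dose of BAM8-22 agonist; peak minus trough fluorescence over baseline measured at the second addition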
MrgX1 antag – human MrgX1 receptor antagonism, primary screen; Q96LB2; MRGX1-HEK293 calcium flux, Fluo-4, BAM8-22 antagonism; active compounds read low; B-score at 10 µM; hit rate 1.3% among 310,000; AID 588676;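 active means calcium-response B-score plate-corrected more than 3 library SD below zero, starting fluorescence within 5 deviations, no agonist response on first addition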;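 further: peak minus trough fluorescence over baseline after final BAM8-22 challenge near maximal dose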
TRPC4 act – TRPC4 (mouse) channel activation; Q9QUQ5; HEK293 TRPC4beta/mu-opioid, Fluo4 calcium fluorescence; active compounds read high; B-score at 10 µM; hit rate 0.49% among 310,000; AID 2237;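 active means B-score above 5 SD of library B-scores, and initial fluorescence ratio not above library mean plus 5 SD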;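 further: positive B-score marks a calcium rise read as TRPC4 activation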
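Assay system: HEK293 stable line with TRPC4beta plus mu-opioid receptor. Times: dye 45 min RT, read 110 s. Measured by: kinetic Fluo4 calcium fluorescence. Measure: B score of integrated ratio. Controls: assay buffer as low control, maximal DAMGO as high control.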
TRPC4 inh – blocks the mouse TRPC4 cation channel. Q9QUQ5. HEK293 TRPC4beta/mu-opioid, DAMGO-evoked Fluo4 calcium flux; active compounds read low. B-score at 10 µM. hit rate 0.39% among 300,000. AID 2247;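 active means B-score over 3 SD under the library average, no early fluorescence shift, positive overall ratio signal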
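Material: HEK293 cells with stable TRPC4beta plus mu-opioid receptor expression; probe or stimulus: DAMGO in two steps, submaximal then maximal; technique: Fluo4 calcium fluorescence by kinetic imaging, 5 s 1 Hz baseline; measure: integrated fluorescence ratio relative to baseline, converted to per-well B score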
TRPC4 PAM – allosteric potentiators of mouse TRPC4 channel. Q9QUQ5. HEK293 TRPC4beta/mu-opioid, DAMGO EC20, Fluo-4 Ca2+ flux; active compounds read high. B-score at 10 µM. hit rate 0.42% among 310,000. AID 2227;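 active means B-score of calcium response area above 5 SD of library B-scores, with initial fluorescence ratio within 5 SD of library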;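 further: B-score of integrated fluorescence ratio over time as area under calcium response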
RGS4 inh – inhibitors of human RGS4. P49798. HEK293 M3R/RGS4 inducible, Fluo-4 calcium flux; active compounds read high; triggered by carbachol at its EC20. B-score at 10 µM. hit rate 0.45% among 310,000;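 active means B-score, a plate-corrected calcium signal, over three deviations above library mean, with baseline fluorescence within five deviations of library mean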;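 further: RGS4 expression induced by doxycycline in cells with stable M3 receptor; B-score is computed from the integrated fluorescence ratio over baseline after carbachol; higher B-score means a larger calcium signal and so more RGS4 inhibition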
TRPC6 act – activates the mouse TRPC6 cation channel; HEK293-TRPC6 membrane potential dye fluorescence; active compounds read high; B-score at 10 µM; AID 2550; hit rate 0.13% among 310,000; Q61143;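 active means B-score of the integrated fluorescence ratio above library mean plus 3 SD, and starting fluorescence ratio within library mean plus 5 SD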;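 further: higher score means more depolarization so channel activation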
* marks the source's active call; other numbers are inactive results; i = inactive; · = not tested or not shown.

SMILES	TMEM16A inh	TMEM16A act	MrgX1 ag	TRPC6 inh	MrgX1 allo act	MrgX1 antag	TRPC4 act	TRPC4 inh	TRPC4 PAM	RGS4 inh	TRPC6 act
Cc1ccc(-c2nc(CS(=O)CC(=O)NCCN3CCCCCC3)c(C)o2)cc1 (configuration not stated)	i	i	i	i	i	i	i	i	i	i	i
COc1cc(-c2nc3cnccn3c2NC(C)(C)CC(C)(C)C)ccc1O	i	i	i	i	i	i	i	i	i	i	i
c1cc(N2CCCC2)ccc1C(c1nnnn1C1CCCCC1)N1CCOCC1 (configuration not stated)	i	i	i	i	i	i	i	i	i	i	i
CC12CCC(=O)N1C(C(=O)Nc1cccc(S(=O)(=O)N3CCCCC3)c1)CS2 (configuration not stated)	i	i	i	i	i	i	i	i	i	i	i
CN(C)C(=O)c1c([N+](=O)[O-])c(C(C)(C)C)nn1C	i	i	i	-6.2*	i	i	i	i	i	i	i
COc1cc(C(=O)Nc2nccs2)ccc1OCc1c(C)noc1C	i	i	i	i	i	i	i	i	i	i	i
CCCN(CCC)C1Sc2ccc(C(=O)OC)cc2NC1=O (configuration not stated)	i	i	i	i	i	i	i	i	i	i	i
COc1ccc(OC)c(NC(=O)CCNS(=O)(=O)c2ccc3c(c2)c(=O)n(C)c(=O)n3C)c1	i	i	i	i	i	i	i	i	i	i	i
CCOC(=O)c1sc(N)c(C#N)c1CSc1nc2ccc(C)cc2[nH]1	i	i	i	i	i	i	i	i	i	i	i
C[C@@H](C(=O)Nc1cccc(S(=O)(=O)N2CCOCC2)c1)N1C(=O)C2CC=CCC2C1=O (some centres not stated)	i	i	i	i	i	i	i	i	i	i	i
Cc1ccc2[nH]c(O)c(N=Nc3ccccc3C)c2c1	i	i	i	i	i	i	i	i	i	i	i
CC(C)C1C2=C(CC(C)(C)CC2=O)ON1c1ccccc1 (configuration not stated)	i	i	i	i	i	i	i	i	i	i	i
CCc1nnc(NC(=O)CCN(c2ccc(C)cc2)S(=O)(=O)c2ccccc2)s1	i	i	i	i	i	i	i	i	i	i	i
O=[N+]([O-])c1ccc(CSc2nnc(SCc3ccccc3)s2)cc1	i	i	i	i	i	i	i	i	i	i	i
CC(=O)c1ccccc1NC(=O)COC(=O)c1ccccc1NC(=O)c1ccccc1	i	i	i	·	i	i	·	·	·	·	·
Cc1cccc(-n2nc3c(c2NC(=O)c2ccco2)CSC3)c1C	i	i	i	i	i	i	i	i	i	i	i
CCCc1c(C(=O)N/N=C/C(C)=C/c2ccco2)nnn1-c1nonc1N	i	i	i	i	i	i	i	i	i	i	i
CCOC(=O)C1(CC2CC2)CCN(Cc2ccc(OC)cc2F)CC1	i	i	i	i	i	i	i	i	i	i	i
CC(=O)Nc1ccc(S(=O)(=O)Nc2cccc(-c3cn4c(n3)SCC4)c2)cc1	i	i	i	i	i	i	i	i	i	i	i
COC(=O)c1sccc1NC(=O)Cc1ccc(OC)cc1	i	i	i	i	i	i	i	i	i	i	i
CCN(CC)S(=O)(=O)c1cccc(C(=O)N[C@H](C(=O)OCC(=O)Nc2ccccc2)C(C)C)c1	i	i	i	i	i	i	i	i	i	i	i
CCC(=O)Nc1ccc2c(c1)nc(CCNC(=O)c1ccco1)n2C	i	i	i	i	i	i	i	i	i	i	i
COc1cc2ccccc2cc1C(=O)Nc1ccc(Cl)cn1	i	i	i	i	i	i	i	i	i	i	i
Nn1c(C2CCC2)nc2cc(Cl)ccc2c1=O	i	i	i	i	i	i	i	i	i	i	i
Cc1cccc(OCC(=O)OC(C)C(=O)Nc2ccc(S(=O)(=O)N3CCCCC3)cc2)c1 (configuration not stated)	i	i	i	i	i	i	i	i	i	i	i
O=C(Nc1cccnc1)C1CCC(CNS(=O)(=O)c2cccc3nsnc23)CC1 (configuration not stated)	i	i	i	i	i	i	i	i	i	i	i
CC(NC(=O)CSc1nc2c(c(C(F)(F)F)n1)CCc1ccccc1-2)c1ccccc1 (configuration not stated)	100*	i	i	i	i	i	i	i	i	i	i
O=C(Cc1nc2ccccc2[nH]1)c1ccc([N+](=O)[O-])cc1	i	i	i	i	i	i	i	-6*	i	i	i
O=C(COC(=O)/C(=C/c1cccs1)c1cccs1)NC(c1ccccc1)c1ccccc1	i	i	i	i	i	i	i	i	i	i	i
CCOC(=O)c1ccc(OCCOc2ccccc2C)cc1	i	i	i	i	i	i	i	i	i	i	i
O=C(NCCc1nc(-c2ccccc2)cs1)c1ccc(Br)cc1	i	i	i	i	i	i	i	i	i	i	i
N#Cc1c(NCCO)nc(NCc2ccccc2)c2c1CCN(Cc1ccccc1)C2	i	·	i	i	i	i	i	i	i	i	i
C=CCN(CC=C)C(=S)Nc1ccc(OC)c(OC)c1	i	i	i	i	i	i	i	i	i	i	i
COC(=O)C1=C(CS(=O)(=O)c2ccc(Cl)cc2)NC(=O)NC1c1ccc(O)cc1 (configuration not stated)	i	i	i	i	i	i	i	i	i	i	i
COCCN(C(=O)/C=C/c1ccccc1)c1c(N)n(Cc2ccccc2)c(=O)[nH]c1=O	i	i	i	i	i	i	i	i	i	i	i
Cc1ccc(CCNC(=O)C2CCN(S(=O)(=O)c3cccc4nonc34)CC2)cc1	i	i	i	i	i	i	i	i	i	i	i
COc1ccc(COC(=O)c2ccc(Cl)c(S(=O)(=O)N3CC(C)OC(C)C3)c2)cc1 (configuration not stated)	25*	i	i	i	i	i	i	i	i	i	i
COc1cc(OC)c(OC)cc1/C=N/NC(=O)C[n+]1ccccc1	i	i	i	i	i	i	i	i	i	i	i
C[C@H](NC(=O)C1CC(=O)N(c2ccc(F)cc2)C1)C(=O)N1CCCCC1 (some centres not stated)	i	i	i	i	i	i	i	i	i	i	i
CCOc1ccc(-n2cc(C(=O)c3cc(Cl)ccc3O)cc(C#N)c2=O)cc1	25*	i	i	i	i	i	i	i	i	i	i

Two entries picked at random from the list so far, as already listed:
SMILES	TMEM16A inh	TMEM16A act	MrgX1 ag	TRPC6 inh	MrgX1 allo act	MrgX1 antag	TRPC4 act	TRPC4 inh	TRPC4 PAM	RGS4 inh	TRPC6 act
CCOc1ccc(-n2cc(C(=O)c3cc(Cl)ccc3O)cc(C#N)c2=O)cc1	25*	i	i	i	i	i	i	i	i	i	i
CCOC(=O)c1ccc(OCCOc2ccccc2C)cc1	i	i	i	i	i	i	i	i	i	i	i

Additional compounds follow:
SMILES	TMEM16A inh	TMEM16A act	MrgX1 ag	TRPC6 inh	MrgX1 allo act	MrgX1 antag	TRPC4 act	TRPC4 inh	TRPC4 PAM	RGS4 inh	TRPC6 act
CN(C)C(CNC1CC(C)(C)NC(C)(C)C1)c1cccc(F)c1 (configuration not stated)	i	i	i	i	i	i	i	i	i	i	i
CC(=O)c1ccc(NC(=O)Cn2cnc(S(=O)(=O)N3CCC(C)CC3)c2)cc1	i	i	i	i	i	i	i	i	i	i	i
O=C(Nc1cccnc1)C1CCN(S(=O)(=O)c2cccs2)CC1	i	i	i	i	i	i	i	i	i	i	i
CCCOP(=O)(c1ccc(N(C)C)cc1)C(O)c1cc(OC)c(OC)c(OC)c1 (configuration not stated)	i	i	i	i	i	i	i	i	i	i	i
CNC(=O)CN(C)S(=O)(=O)c1ccc(F)cc1	i	i	i	i	i	i	i	i	i	i	i
CC(OC(=O)CCCN=C1NS(=O)(=O)c2ccccc21)C(=O)Nc1ccccc1[N+](=O)[O-] (configuration not stated)	i	i	i	i	i	i	i	i	i	i	i
O=C(CN1C(=O)NC2(CCCCCCC2)C1=O)N1CCc2ccccc2C1	i	i	i	i	i	i	i	i	i	i	i
COc1ccc(-c2csc(NC(=O)c3c(OC)cccc3OC)n2)cc1	i	i	i	i	i	i	i	i	i	5.5*	i
Cc1ccc(NC(=O)Cc2ccsc2)cc1Cl	i	i	i	i	i	i	i	i	i	i	i
Clc1ccc2nc(-c3ccc4c(c3)OCO4)cn2c1	i	i	i	i	i	i	i	i	i	i	i
CCc1ccc(C(=O)CSc2n[nH]c(-c3ccncc3)n2)cc1	i	i	i	i	i	i	i	i	i	i	i
COC(=O)CN(c1ccccn1)S(=O)(=O)c1ccccc1	i	i	i	i	i	i	i	i	i	i	i
O=C(CCN1C(=O)C2CC=C(Cl)CC2C1=O)NCc1ccccc1 (configuration not stated)	i	i	i	i	i	i	i	i	i	i	i
O=C(c1ccccc1)N(Cc1nc2ccccc2c(=O)[nH]1)C1CCCC1	i	i	i	i	i	i	i	i	i	i	i
O=C(Cn1nnc(-c2ccc3c(c2)OCO3)n1)Nc1ccccc1C(=O)O	i	i	i	i	i	i	i	i	i	i	i
CCCC(=O)Nc1ccccc1NC(=O)c1ccc2c(c1)OCO2	i	i	i	i	i	i	i	i	i	i	i
Cc1nn(Cc2ccccc2)c(Cl)c1C(=O)NCCc1ccccc1	i	i	i	i	i	i	i	i	i	i	i
CCCCN(C(=O)CCC(=O)Nc1cc(C)on1)C(C(=O)NC1CCCC1)c1ccc(OCC)cc1 (configuration not stated)	i	i	i	i	i	i	i	i	i	i	i
Fc1cccc(F)c1-n1c(CN2CCOCC2)csc1=S	i	i	i	i	i	i	i	i	i	i	i
Cc1ccc(S(=O)(=O)Nc2ccccc2CNc2cccc(C)n2)cc1	i	i	i	i	i	i	i	i	i	i	i
Cc1ccc(OCC(=O)Nc2ccc([N+](=O)[O-])cn2)cc1C	i	i	i	i	i	i	i	i	i	i	i
CCOC(=O)C1(CC2CC2)CCN(C(=O)c2cc(OC)nc3ccccc23)CC1	i	i	i	i	i	i	i	i	i	i	i
CCOc1ccc(NC(=S)N2CCCCCC2)cc1	i	i	i	i	i	i	i	i	i	i	i
C=CCn1c(SCC(=O)NC)nnc1C12CC3CC(CC(C3)C1)C2	i	i	i	i	i	i	i	i	i	i	i
Cc1ccnc(NC(=O)C2CCN(S(=O)(=O)c3cccc(C(F)(F)F)c3)CC2)c1	i	i	i	i	i	i	i	i	i	i	i
O=C(COC(=O)/C=C/c1cccs1)Nc1cccc(S(=O)(=O)N2CCCC2)c1	i	i	i	i	i	i	i	i	i	i	i
